aSyn yeast rescue = alpha-synuclein toxicity suppression in yeast | S. cerevisiae alpha-synuclein toxicity rescue, BacTiter-Glo growth, 24 h | Potency, µM (highest dose often 46.1 µM), inactives show at the top dose growth rescue (activation), actives largely listed as activators | 0.02% of 94,000 active; active means well fitted activation curve with a large enough effect; inconclusive means small, poorly fitted or top-dose-only effect; further: 0% is about no effect
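Growth restoration measured by BacTiter-Glo luminescence after 24 hr at 30 deg C; alpha-synuclein yeast, raffinose-pregrown to mid-log, were added at OD600=0.02 in galactose medium onto pinned compounds.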
The depositor's hits bear a star; ? = inconclusive. Potency means the concentration at half of the fitted maximal effect. An excerpt. The share of hits here may be higher or lower than overall.

| structure | aSyn yeast rescue |
| --- | --- |
| CCN(CC)C(=O)c1ccc2c(c1)N(Cc1ccc(C(F)(F)F)cc1)C(=O)c1ccccc1S2 | 0% |
| Cc1cccc(NC(=O)CSc2nncn2N)c1C | -3% |
| O=c1c2ccccc2nc(-c2ccc([N+](=O)[O-])cc2)n1O | 13% |
| CC1=C(C(=O)Nc2ccc(C)cc2)C(c2ccccc2Cl)n2nnnc2N1 (stereo unspecified) | -10% |
| COc1ccc(CCNCCC(=O)Nc2c(C)cc(C)cc2C)cc1OC | 0% |
| COc1ccc(Cl)cc1-n1c(CCC(=O)O)ccc1-c1ccc(C)cc1 | -17% |
| CC1(C2CC2)NC(=O)N(CC(=O)N2CCN(c3ccccc3F)CC2)C1=O (stereo unspecified) | -1% |
| Brc1ccc(CNc2cc3c(cc2Br)OCCO3)cc1 | -12% |
| CCc1ccc(/C(C)=N/NC(=O)CNC(=O)/C=C/c2ccco2)cc1 | -2% |
| COc1cccc2c1cc1c(=O)n(CC(=O)N3CCN(c4ccc(Cl)cc4)CC3)nc(C)n12 | -10% |
| CCc1ccc(OCC(=O)NNC(=O)C2CCN(c3ncnc4sc(C)c(C)c34)CC2)cc1 | 12% |
| O=C(N/N=C/c1ccc(Cl)s1)c1ccccc1[N+](=O)[O-] | 1% |
| Cc1ccc2nc(NC(=O)CSc3nccn3Cc3ccc(F)cc3)sc2c1 | ? |
| CCCn1c(-c2ccc(S(=O)(=O)N3CCOCC3)cc2)csc1=Nc1ccc(OCC)cc1 | -12% |
| CCCCC/C(=N\NC(=O)Nc1ccccc1)c1ccccc1 | -6% |

Reprinted at random: 5 entries already listed.
| structure | aSyn yeast rescue |
| --- | --- |
| Brc1ccc(CNc2cc3c(cc2Br)OCCO3)cc1 | -12% |
| CCCCC/C(=N\NC(=O)Nc1ccccc1)c1ccccc1 | -6% |
| O=c1c2ccccc2nc(-c2ccc([N+](=O)[O-])cc2)n1O | 13% |
| COc1ccc(CCNCCC(=O)Nc2c(C)cc(C)cc2C)cc1OC | 0% |
| CCc1ccc(/C(C)=N/NC(=O)CNC(=O)/C=C/c2ccco2)cc1 | -2% |

(more compounds)
| structure | aSyn yeast rescue |
| --- | --- |
| COc1cccc(CNC(=O)c2ccc(-c3nc(COc4ccccc4)c(C)o3)cc2)c1 | -5% |
| CCN(CC(=O)NCCCN1CCOCC1)S(=O)(=O)c1ccc(F)cc1 | -5% |
| COc1ccc(/C=C(/NC(=O)c2ccccc2)C(=O)NCC2CCCO2)cc1 (stereo unspecified) | 8% |
| Fc1ccc(-c2cn3cc(Cc4ccccc4)sc3n2)cc1 | -2% |
| CCOc1cc(N2CCOCC2)c(OCC)cc1NC(=O)c1oc2ccccc2c1C | -6% |
| CCOC(=O)CCn1nc(-c2ccc(C)cc2)c2ccccc2c1=O | 5% |
| COc1ccc(OCc2ccc(-c3nc(C#N)c(N4CCN(C)CC4)o3)o2)cc1 | -6% |
| Cc1cc(N2CCN(C)CC2)nc2ccc(NC(=O)Nc3ccccc3Cl)cc12 | -14% |
| CCCCCN1C(C(=O)c2ccccc2)=C(NC(=O)c2ccc(C)cc2)c2ccccc2S1(=O)=O | -2% |
| O=S(=O)(c1cccc(Cl)c1)c1nnn2c1nc(NC1CCCC1)c1sccc12 | -7% |
| COc1cccc(Cn2c(SCc3ccc(C(=O)N4CCC(C)CC4)cc3)nc3ccncc32)c1 | 8% |
| CN(CCC#N)C(=O)COC(=O)c1ccc(Cl)c(S(=O)(=O)N(C)c2ccccc2)c1 | 1% |
| COc1ccc(OC)c(S(=O)(=O)N2Cc3ccccc3CC2C(=O)Nc2ccc(C)cc2C)c1 (stereo unspecified) | 1% |
| Cc1ccc(-c2n[nH]c(=S)n2/N=C/c2sccc2C)cc1 | 14% |
| Cc1cccc(C(=O)Nc2ccccc2NC(=O)c2cccc(C)c2)c1 | -14% |

More compounds.
| structure | aSyn yeast rescue |
| --- | --- |
| COCCNC(=O)CCCn1c(SCc2ccccc2C)nc2c(sc3ccccc32)c1=O | 8% |
| Cc1ccc(Cl)cc1N1CCN(CCCNC(=O)c2nnc(Cc3cccc(Cl)c3)o2)CC1 | -19% |
| COc1ccc(OC)c(NC(=O)CSc2nnc(C3CCCCC3)n2N)c1 | -4% |
| CNc1ccc(/C=C/C(=O)c2ccc(C)cc2)cc1[N+](=O)[O-] | 7% |
| CCN(CC)c1ccc(C=O)c(OC)c1 | 6% |
| C[C@@H]1CN([C@@H](C)CO)C(=O)CCCn2cc(nn2)CO[C@H]1CN(C)C(=O)Oc1ccccc1 | 5% |
| O=C(CCN=C1NS(=O)(=O)c2ccccc21)OCC(=O)c1ccc(F)cc1 | 3% |
| CCOc1ccc(Nc2oc(/C=C/c3cc(OC)c(OC)c(OC)c3)nc2C#N)cc1 | -1% |
| Cc1ccc(C(=O)NCC(=O)NCCc2ccc(S(N)(=O)=O)cc2)s1 | 2% |
| CCN(C(=O)CSc1nnc(-c2ccccc2Br)o1)C1CCS(=O)(=O)C1 (stereo unspecified) | -4% |
| Oc1c(C(c2ccccc2F)N2CCCCC2)sc2nc(-c3ccco3)nn12 (stereo unspecified) | 11% |
| O=C(CCS(=O)(=O)c1cccc2nonc12)Nc1cccc(F)c1 | -5% |
| COc1ccccc1NS(=O)(=O)c1cc(NC(=O)CCNC(C)=O)ccc1N1CCCCC1 | -2% |
| Cc1cc2c(=O)oc(-c3ccc(Br)cc3)nc2s1 | 2% |
| Cc1c(O)cc2c(c1O)C(=O)CC(c1ccc(O)cc1)O2 (stereo unspecified) | 0% |

Remaining list, next part
| structure | aSyn yeast rescue |
| --- | --- |
| COc1cc(-c2cc(C(=O)Nc3ccc(S(N)(=O)=O)cc3)c3ccccc3n2)cc(OC)c1OC | -4% |
| Cc1cc(N2CCCC2)ccc1NC(=O)COc1ccccc1 | 7% |
| O=C(CN(C(=O)c1csnn1)c1ccc(F)c(Cl)c1)NCc1ccc2c(c1)OCO2 | -9% |
| COc1ccc(S(=O)(=O)NCC(c2ccc(N(C)C)cc2)N2CCCC2)cc1F (stereo unspecified) | -1% |
| CCOc1ccc(NC(=O)COn2nnc3ccc(S(=O)(=O)N4CCOCC4)cc32)cc1 | 1% |
| CCCCOc1ccc(-c2nonc2NC(=O)c2ccco2)cc1 | -26% |
| CSc1ccc(C(=O)C2CCCN(C(=O)c3nn(C)c(=O)c4ccccc34)C2)cc1 (stereo unspecified) | 5% |
| COc1ccccc1NC(=O)CCn1c(=O)oc2cc(Cl)ccc21 | ? |
| COc1cccc(CNC(=O)C(C)n2ccc3cc(S(=O)(=O)N4CCCCCC4)ccc32)c1 (stereo unspecified) | 7% |
| Cc1csc(NC(=O)CSc2nc(=O)n(CCN(C)C)c3c2CCCC3)n1 | 6% |
| C=CCn1c(SCC(=O)CC(=O)OCC)nc2cc(C(=O)N3CCC(C(N)=O)CC3)ccc2c1=O | -2% |
| Cn1cc(S(=O)(=O)N2CCCCCC2)cc1C(=O)N1CCN(c2ccccc2F)CC1 | 5% |
| O=C(NCCc1ccc(F)cc1)C(=O)NCC(c1cccs1)S(=O)(=O)c1ccc(F)cc1 (stereo unspecified) | 18% |
| Cc1cccc(NC(=O)CSc2nc(=O)n(CCCN3CCOCC3)c3c2CCCC3)c1C | 13% |
| CCOc1cc(CNc2ccc(C(=O)O)cc2)ccc1OCc1ccccc1 | 1% |

Brought forward from above: 2 entries, then new ones.
| structure | aSyn yeast rescue |
| --- | --- |
| Cc1cccc(NC(=O)CSc2nc(=O)n(CCCN3CCOCC3)c3c2CCCC3)c1C | 13% |
| CCOc1cc(CNc2ccc(C(=O)O)cc2)ccc1OCc1ccccc1 | 1% |
| CCc1ccc(NC(=O)C(=O)NCCN2CCN(C(=O)c3ccc(OC)cc3)CC2)cc1 | -9% |
| Cc1ccc(C(=O)N2CCC(N3CCC(C(=O)N4CCOCC4)CC3)CC2)cc1 | 7% |
| Cc1cccc(OCc2ccc(-c3nc(C#N)c(NCc4cccnc4)o3)o2)c1 | 1% |
| CCCCOc1ccc(C(=O)NCc2cn3cccc(C)c3n2)cc1 | 0% |
| CCOc1cc(CNc2ccc(O)cc2)ccc1OCc1ccc(Cl)cc1 | -8% |
| O=C(N/C(=C\c1ccc(Cl)cc1)C(=O)N1CCCCC1)c1ccco1 | -2% |
| COc1ccc(C(=O)Nc2cccc(OCc3cc(=O)n4c5c(sc4n3)CCCC5)c2)cc1OC | -1% |
| N#Cc1ccccc1OCC(=O)Nc1ccc2c(c1)OCO2 | 3% |
| O=c1cc(-c2ccccc2)n2c(SCc3ccc(Br)cc3)nnc2[nH]1 | 1% |
| COc1ccccc1CNC(=O)COC(=O)c1cnc(C)cn1 | 5% |
| Cc1ccc(Nc2cc(C)nc3nc(Cc4ccc(Cl)cc4)nn23)cc1 | 5% |
| O=c1oc2ccccc2cc1-c1nc(-c2cccc(Cl)c2)cs1 | 3% |
| COC(=O)C1C(=O)/C(=C/N(C)C)C(=O)CC1(C)C (stereo unspecified) | -1% |
| Cc1cccc2sc(N(Cc3cccnc3)C(=O)CCOc3ccccc3)nc12 | 0% |
| COc1cc(NC(=S)NCc2ccc(S(N)(=O)=O)cc2)cc(OC)c1 | 0% |

The list continues.
| structure | aSyn yeast rescue |
| --- | --- |
| COc1cccc(OC)c1C(=O)OCC(=O)/C(C#N)=C(\C)N | 2% |
| CC(=O)Nc1nonc1-c1nnc(SCc2ccc(Cl)cc2)n1C | 4% |
| CCn1c(C(=O)NCc2ccc(C)cc2)cc2sc(Cl)cc21 | 6% |
| CN(C)CCCn1c(SCC(=O)Nc2nc(-c3cccc(Br)c3)cs2)nc2ccccc2c1=O | -19% |
| Cc1cccc(NC(=O)C2CCN(S(=O)(=O)c3ccc4[nH]c5c(c4c3)CCCCC5)CC2)c1 | 0% |
| COc1ccccc1CNC(=O)c1cc2c(=O)oc3ccc(C)cc3c2s1 | 5% |
| CCCn1c(CN2CCN(C(=O)c3ccco3)CC2)nc2c1c(=O)n(C)c(=O)n2C | -3% |
| CC(C)c1nc2sc3c(N4CCCCC4)ncnc3c2c2c1CCCC2 | 6% |
| CCc1ccccc1NC(=O)c1cc(-c2ccc(OC)cc2)on1 | -13% |
| O=c1cc(COc2cccc(C(F)(F)F)c2)nc2sc3c(n12)CCCC3 | 2% |
| COC(=O)c1ccc(OCC2c3cc(OC)c(OC)cc3CCN2C(=O)c2cccc(C)c2)cc1 (stereo unspecified) | 6% |
| CCN(CC)CC(=O)N1c2ccccc2Oc2c(c(=O)n(C)c(=O)n2C)C1c1cccc([N+](=O)[O-])c1 (stereo unspecified) | 0% |
| CCN(CC)CCNC(=O)c1nn(C)c2c1CS(=O)(=O)c1ccccc1-2 | -2% |
| CC(C)CC(=O)NCC(c1ccc2c(c1)OCO2)N1CCN(c2ccc(F)cc2)CC1 (stereo unspecified) | -16% |
| O=C(O)c1ccccc1/C=N/NC(=O)c1cc(-c2ccco2)nc2ccccc12 | -4% |

(more compounds)
| structure | aSyn yeast rescue |
| --- | --- |
| CCc1ccc(N(CC)C(=O)CCn2cnc3onc(-c4ccc(F)cc4)c3c2=O)cc1 | ? |
| O=S(=O)(Nc1cccc(-c2ccc(N3CCCCCC3)nn2)c1)c1ccc(F)cc1 | 3% |
| O=C(NNc1ccccc1)Nc1ccccc1F | -7% |
| Cc1cc(S(=O)(=O)Cc2noc(-c3c(C)noc3C)n2)c(C)cc1Cl | 3% |
| CCn1cc(C(=O)O)c(=O)c2cnc(N3CCN(C(=S)Nc4ccccc4)CC3)nc21 | 14% |
| CC(C)CCNC(=O)CN(C(=O)CCC(=O)Nc1nccs1)c1ccc2c(c1)OCCO2 | -2% |
| CCCCn1c(N)c(N(CC(C)C)C(=O)c2ccc(C)c(S(=O)(=O)N3CCCCC3)c2)c(=O)[nH]c1=O | 0% |
| COc1ccc(NC(=O)CN(C)C(=O)CCCc2nc3ccccc3c(=O)[nH]2)cc1 | -2% |
| OC1(c2ccccc2)c2ccccc2-c2ncccc21 (stereo unspecified) | -2% |
| CCOC(=O)c1c(C)[nH]c(C)c1S(=O)(=O)N1CCC(C(=O)NCc2cccc(OC)c2)CC1 | -5% |
| CC1CCc2c(sc3nc(-c4cc5ccccc5oc4=O)nc(Cl)c23)C1 (stereo unspecified) | -2% |
| Cc1cccc(N(C(=O)Nc2ccc(Cl)cc2)C2=NCC(C)S2)n1 (stereo unspecified) | -3% |
| CC(C)(C)NC(=O)Cn1cnc2cc([N+](=O)[O-])ccc2c1=O | 4% |
| CC(=O)c1c(-c2ccccc2)c2ccccc2[nH]c1=O | -7% |
| Cc1ccc(CNC(=O)CSc2ccc(-c3sc(-c4ccccc4)nc3C)nn2)cc1 | 4% |

Single values from above:
For aSyn yeast rescue, CC(=O)c1c(-c2ccccc2)c2ccccc2[nH]c1=O reads -7%
For aSyn yeast rescue, OC1(c2ccccc2)c2ccccc2-c2ncccc21 (stereo unspecified) reads -2%
For aSyn yeast rescue, CCCCn1c(N)c(N(CC(C)C)C(=O)c2ccc(C)c(S(=O)(=O)N3CCCCC3)c2)c(=O)[nH]c1=O reads 0%
For aSyn yeast rescue, CC1CCc2c(sc3nc(-c4cc5ccccc5oc4=O)nc(Cl)c23)C1 (stereo unspecified) reads -2%

Remaining list, next part
| structure | aSyn yeast rescue |
| --- | --- |
| Cc1ccc(C(=O)NCc2ccc(F)cc2)cc1NC(=O)c1nsc2ccccc12 | -12% |
| CC(=O)c1cc(-c2ccccc2)n(CCC(=O)NC2CCCCC2)c1C | -6% |
| CCOC(=O)c1ccccc1NC(=O)COc1cc(=O)n(CC)c2ccccc12 | 4% |
| CC(C)(C)c1ccc(C(=O)Nc2nnc(Cc3c[nH]c4ccccc34)s2)cc1 | 2% |
| O=C(Nc1ccc(-c2nc3cc(NC(=O)c4ccccc4F)ccc3o2)cc1)c1ccccc1F | 1% |
| CCOc1ccc(S(=O)(=O)NCCC(=O)NCC(c2ccc(F)cc2)N2CCOCC2)cc1 (stereo unspecified) | -4% |
| O=C(NCCS(=O)(=O)N1CCN(c2ccccc2F)CC1)C(c1ccccc1)c1ccccc1 | 5% |
| Cc1ccc(C2C=C(c3ccccc3)Nc3nc(NS(=O)(=O)c4ccccc4)nn32)cc1 (stereo unspecified) | -3% |
| CN(C)S(=O)(=O)c1cccc(NC(=O)CNC2CCCCC2)c1 | 2% |
| Cc1cnc(NC(=O)[C@H](C)N2C(=O)C3CCCCC3C2=O)s1 (stereo partly specified) | -5% |
